RMI-FANCM inh: blocks RMI1/RMI2 complex binding to FANCM MM2 peptide; AID 1159607; Fluorescence polarization, RMI core complex with F-MM2 peptide; hits give low values; FP signal (polarization) at 33 µM; 0.58% of 70,000 active; in the data active = FP signal below about 40; note: inactives centre near 61; strong numbers were not always called active; unit not given here
* = called active by the depositor; & = joins results of further samples. These rows are one share of the data; the hit share may differ from the screen's.

RMI-FANCM inh	Compound
94	CCc1c(C#N)c(SCCC(=O)Nc2ccc(-c3nc4ccccc4s3)cc2)nc2c1C(=O)CC(C)(C)C2
56	Cc1ccc(S(=O)(=O)C(C#N)=C2SCCS2)cc1
58	COC(=O)Nc1nc(CC(=O)Nc2ccccc2OC)cs1
62	Cc1cc(C)c(NC(=O)Cc2cc(=O)[nH]c(SCc3ccccc3)n2)c(C)c1
87	CCCN1CCCc2cc(CCNS(=O)(=O)Cc3cccc(C)c3)ccc21
54&50	O=C(CSc1nccc(-c2cccs2)n1)c1ccccc1
74	O=C(CNC(=O)C1CCCCC1)Nc1nc(CC23CC4CC(CC(C4)C2)C3)cs1
55	CCOC(=O)c1cn(C)nc1N
55	CCOC(=O)Nc1ccccc1NC(=O)OCC
61	O=C(NCCCS(=O)(=O)N1CCN(c2ccccn2)CC1)C1CC1
62	O=C(CCCSc1ccc(NC(=O)C2CC2)nn1)NC1CCCCCC1
63	Cc1cccc(NC(=O)Cc2cc(=O)[nH]c(SCc3ccccc3)n2)c1C
55	O=C(CSC1=Nc2cccnc2Nc2ccccc21)Nc1ccc(OC(F)(F)F)cc1
75	CCn1c2ccccc2c2cc(C3C4=C(CC(C)(C)CC4=O)OC(=N)C3C#N)ccc21 (centres undefined)
55	CC(=O)N1N=C(c2ccco2)CC1c1ccc(Br)cc1 (centres undefined)
65	CSc1cccc(-n2nnc(C(=O)OCc3nc(-c4ccc(OC(C)C)cc4)oc3C)c2C)c1
69	COCCn1c(-c2cccnc2)n[nH]c1=S
62	N/C(=N/OC(=O)c1cccs1)c1ccc2c(c1)CCO2
63	CCOc1cccc2cc(C(=O)Nc3ccc(SC)nn3)c(=O)oc12
58	CCOC(=O)c1ccccc1NC(=O)CSc1ccc2nnc(CCNC(=O)c3ccc(C)cc3)n2n1
60	COc1ccc(-c2noc(-c3cccn(CC(=O)NCc4ccco4)c3=O)n2)cc1OC
55	CCOC(=O)c1sc(-c2ccccc2)cc1N
53	O=C(NCc1cc(-c2ccccc2)on1)c1ccc2c(c1)OCO2
54	C=C(NCc1ccco1)c1ccc(Cl)cc1
64	Cc1cc(C)cc(NC(=O)Cc2csc(Nc3ccc(S(C)(=O)=O)cc3)n2)c1
63	O=C(Cn1nc(-c2ccco2)c2sc(N3CCCCC3)nc2c1=O)NCc1ccco1
76	O=C(CN1N=NC2C(=O)N(c3ccc(Br)cc3)C(=O)C21)Nc1ccccc1F (centres undefined)
81	COC(=O)Nc1nc(CC(=O)N2CCN(c3cccc(Cl)c3Cl)CC2)cs1
53	Cc1csc2sc(C=N/C(C#N)=C(\N)C#N)c(C)c12
77	O=C(NCCn1ncc2c(=O)n(Cc3cccc(C(F)(F)F)c3)cnc21)c1cc2ccccc2o1

6 compounds drawn at random from the list so far:
RMI-FANCM inh	Compound
61	O=C(NCCCS(=O)(=O)N1CCN(c2ccccn2)CC1)C1CC1
81	COC(=O)Nc1nc(CC(=O)N2CCN(c3cccc(Cl)c3Cl)CC2)cs1
69	COCCn1c(-c2cccnc2)n[nH]c1=S
74	O=C(CNC(=O)C1CCCCC1)Nc1nc(CC23CC4CC(CC(C4)C2)C3)cs1
55	CCOC(=O)c1sc(-c2ccccc2)cc1N
62	Cc1cc(C)c(NC(=O)Cc2cc(=O)[nH]c(SCc3ccccc3)n2)c(C)c1

Continued:
RMI-FANCM inh	Compound
50	NC(=NC(=O)c1ccccc1)c1ccc(C(F)(F)F)cn1
61	O=C(NC1CCCCC1)N(Cc1ccco1)CC(O)Cn1c2ccccc2c2ccccc21 (centres undefined)
63	N/C(CS(=O)(=O)Cc1ccc(F)cc1)=N/OC(=O)c1cccs1
54	Cc1ccc(C(=O)NCCn2cc(SCc3ccc([N+](=O)[O-])cc3)c3ccccc32)cc1
62	O=C(C1=COCCO1)N1CCN(c2nc3ccc([N+](=O)[O-])cc3s2)CC1
73	COC(=O)c1ccc(Cn2cnc3c(cnn3-c3cccc(Cl)c3)c2=O)o1
21*	O=c1nc2s/c(=C/c3ccccn3)c(=O)n2nc1-c1ccccc1
56	O=C(NCc1n[nH]c(=O)c2ccccc12)c1cc(C(F)(F)F)cc(C(F)(F)F)c1
63	CC1CCN(C(=O)N2CCN(S(=O)(=O)N(C)C)CC2)CC1
64	CSc1ncc(-c2nnc(SCC(=O)Nc3ccc(Cl)cc3)n2C)n1C
70	S=c1[nH]nc(-c2cccs2)o1
116	Cc1nc2c(sc3ccccc32)c(=O)n1CC(=O)Nc1ccc(F)cc1Cl
25*	Cc1cc(C)c(S(=O)(=O)Nc2cc(Cl)c(O)c3ccccc23)cc1C
69	O=C(Nc1ccccc1C(F)(F)F)N1CCN(c2ccc3nncn3n2)CC1
63	O=C(Cn1nnc(-c2ccc(C(F)(F)F)cc2)n1)Sc1ccc(F)cc1F

Next part; the last 4 above are carried over.
RMI-FANCM inh	Compound
116	Cc1nc2c(sc3ccccc32)c(=O)n1CC(=O)Nc1ccc(F)cc1Cl
25*	Cc1cc(C)c(S(=O)(=O)Nc2cc(Cl)c(O)c3ccccc23)cc1C
69	O=C(Nc1ccccc1C(F)(F)F)N1CCN(c2ccc3nncn3n2)CC1
63	O=C(Cn1nnc(-c2ccc(C(F)(F)F)cc2)n1)Sc1ccc(F)cc1F
68	O=C(NC1CCCC1)c1cn(Cc2cccc(F)c2)nc1OCc1cccc(F)c1
67	COc1ccc(-c2ccc(=O)n(CCCNS(=O)(=O)c3cccs3)n2)cc1
65	O=C(Nc1nnc(-c2cccc([N+](=O)[O-])c2)s1)c1c(F)cccc1Cl
74	O=C(CSc1nnc(-c2ccccc2)o1)NCC1CCCO1 (centres undefined)
62	CCOc1ccc(-c2cn3c(CC(=O)NN4CCN(C)CC4)csc3n2)cc1
61	Cc1ccc(C)c(NC(=O)CSc2nc3c(sc(=S)n3-c3ccccc3)c(=O)[nH]2)c1
93	O=C(CSc1ccc(NC(=O)C2CC2)nn1)Nc1ccc(OC(F)(F)F)cc1
61	CC(C)(C)Cc1nnc(C2CCCN(C(=O)C3CC3)C2)o1 (centres undefined)
55	O=C(ON=C1C2CC3CC(C2)CC1C3)c1ccc(F)cc1
64	Cn1cnc(-c2ccccc2NS(=O)(=O)c2ccc(Cl)cc2)n1
64&66	NC(=O)NC1NC(=O)NC1=O (centres undefined)
54	CC(/C=C1\SC(=O)N(CC(=O)Nc2ccc(O)cc2)C1=O)=C\c1ccccc1
61&58	CN(C)c1ccc(C=Nc2ccccc2CC(c2c[nH]c3ccccc23)c2c[nH]c3ccccc23)cc1
55	Cc1cc(NC(=O)C(=O)NCCCN2CCCC2=O)no1
54	O=C(c1ccc(Cl)cc1Cl)N1CCN(c2ccc(N3CCCCCC3)nn2)CC1
54	Cc1nc2sccn2c(=O)c1NC(=O)c1ccccc1I
63	COc1cccc2sc(N3CCN(C(=O)c4ccc5c(c4)CCCC5)CC3)nc12
62	CC(=O)N1CCc2cc(Br)cc(S(=O)(=O)CCC(=O)N3CCc4ccccc4C3)c21
56	Cc1ccc(N2CCN(S(=O)(=O)c3ccc(F)cc3)CC2)cc1C
51	CC1CN(c2nc(-c3ccccc3)c3cc(Br)ccc3n2)CC(C)O1 (centres undefined)
68	CCn1nccc1C(=O)Nc1nc2c(Cl)cccc2s1
64	NCC[C@H](O)C(=O)N[C@@H]1C[C@H](N)[C@@H](O[C@H]2O[C@H](CN)[C@@H](O)[C@H](O)[C@H]2O)[C@H](O)[C@H]1O[C@H]1O[C@H](CO)[C@@H](O)[C@H](N)[C@H]1O
53	Cc1ccc(/C(=N/NS(=O)(=O)c2ccc(C)cc2)c2ccc(OCC(C)C)cc2)cc1
66	COc1ccc(NC(=O)c2cc3ccccc3cc2OC)c([N+](=O)[O-])c1
34	O=c1c2cccc3cccc(c32)c2nc3ccccc3n12
64	CCOC(=O)N1CCC(NC(=O)Cc2csc(Nc3ccc(F)cc3)n2)CC1
64&60	Brc1ccc(-c2csc(/C=C/C=C/N3CCOCC3)n2)cc1
60	OC1(c2ccc(Cl)cc2)CCN(Cn2nnc3ccccc32)CC1
62	Cn1nc2c(c1NC(=O)c1ccco1)CCC2
61	COc1ccc(C(F)(F)F)cc1NC(=O)CCCn1nc(-c2ccco2)ccc1=O
52	O=S(=O)(Nc1ccc(Cl)cc1)c1cccc(Cl)c1
60	O=C(O)c1nc2ccc(F)cc2c2ncccc12
64	COc1ccc(F)cc1S(=O)(=O)Nc1ccc(-c2ccc(=O)n(C)n2)cc1
58	Cc1ccc(-n2ncc3c(C(C)C)nnc(SCC(=O)NCC4CCCO4)c32)cc1C (centres undefined)
94	CN(C)CCCN(C(=O)c1ccc(S(=O)(=O)N2CCCc3ccccc32)cc1)c1nc2c(Cl)cccc2s1
48	Fc1ccc(-n2c(Cc3ccsc3)n[nH]c2=S)cc1
64	COc1cccc(OC)c1C(=O)NCCn1ncccc1=O
61	O=C(NCCOc1ccccc1)c1ccc(S(=O)(=O)N2CCOCC2)cc1
55	O=C(Cc1ccccc1)NCCn1nc(-c2ccc(F)cc2)ccc1=O
64	O=C(COc1ccc(Cl)cc1Cl)NCC(c1ccsc1)N1CCc2ccccc2C1 (centres undefined)
63	CCOc1cc(C)c(Cl)cc1S(=O)(=O)NCCN1CCOCC1
60	Cc1nn2c(-n3ccnc3C)c3c(nc2c1-c1ccccc1)CCC3
75	CC(C)(C)c1cc(NC(=O)CSc2n[nH]c(N)n2)cc(C(C)(C)C)c1
61	O=S(=O)(NC(=S)NC1CCCCC1)c1ccc(Br)cc1
60	O=C1C2N=NN(c3cccc(C(F)(F)F)c3)C2C(=O)N1c1ccc2c(c1)CCC2 (centres undefined)
61	c1ccc2c(c1)CCN(c1nc3cc4c(cc3s1)OCO4)C2
82	CCS(=O)(=O)N1CCCc2cc(NC(=O)Cc3ccc(-c4ccccc4)cc3)ccc21
67	CC(=O)N1CCc2ccc(NC(=O)COc3ccc(Cl)cc3)cc21
61	CC(=O)c1cccc(NC(=O)Cc2c(C)nc(SCc3cccc(Cl)c3)[nH]c2=O)c1
62	CCOC(=O)C1CCN(C(=O)CCCSc2ccc(NC(=O)C3CC3)nn2)CC1
62	CCOC(=O)CNC(=O)CSc1nnc(Cc2cc(=O)[nH]c(=O)[nH]2)n1-c1cc(C)ccc1C
56	O=C(COC(=O)c1ccc(S(=O)(=O)NCc2ccco2)cc1)c1cccc([N+](=O)[O-])c1
77	COC(=O)c1ccc(CSc2ccc(NC(=O)c3cccs3)nn2)o1
60	COc1ccc(C(=O)CSc2nc(C)c(Oc3ccc(Cl)cc3)c(=O)[nH]2)cc1
62&59	CC(C)(Sc1cc(C(C)(C)C)c(O)c(C(C)(C)C)c1)Sc1cc(C(C)(C)C)c(O)c(C(C)(C)C)c1
58	O=C(O)CSc1nncc2ccccc12
79&71	CN1CCN(Cc2ccc(NC(=O)NCc3cccc4ccccc34)cc2)CC1
109	O=C(Nc1ccc(-c2ccc(N3CCOCC3)nn2)cc1)Nc1ccccc1F
96	COc1ccc(Cn2c(SCC#N)nc3c(-c4ccccc4)c[nH]c3c2=O)cc1
67	Oc1ccc(NC2=Nc3cccc4cccc2c34)cc1

An excerpt from above in order of formula weight, high to low.
RMI-FANCM inh	Compound
75	CC(C)(C)c1cc(NC(=O)CSc2n[nH]c(N)n2)cc(C(C)(C)C)c1
21*	O=c1nc2s/c(=C/c3ccccn3)c(=O)n2nc1-c1ccccc1
54&50	O=C(CSc1nccc(-c2cccs2)n1)c1ccccc1

Next section.
RMI-FANCM inh	Compound
60	O=C(CCc1nc(-c2ccc(Cl)cc2)no1)Nc1cccc(Cl)c1Cl
77	O=C(Cn1cnc2c(oc3ccccc32)c1=O)Nc1ccc(Cl)c(Cl)c1
71	COc1ccc(CCNC(=O)Cc2csc(SCC(=O)Nc3cccc(NC(C)=O)c3)n2)cc1
52	O=C(Nc1ccccc1Cl)c1ccc(=O)[nH]n1
62	Cc1ccc(S(=O)(=O)NC(N)=NCCc2ccccc2)cc1
72	COc1ccc(C)cc1S(=O)(=O)N1CCN(c2ccc(-c3ccccc3C)nn2)CC1
73	O=C(c1cccnc1)N1CCN(c2nnnn2-c2ccccc2)CC1
51	CCCCN(C)c1nc2ccccc2nc1S(=O)(=O)Cc1ccc(Cl)cc1
57	COC(=O)c1sccc1Cl
59	Cc1c(C(=O)C(=O)Nc2ccccc2Cl)c2ccccc2n1C
61	N#C/C(=C\c1ccc(Cl)c(Cl)c1)c1ccc(NC(N)=O)cc1
65	CC(=O)OCC(=O)[C@@]1(O)[C@H](C)CC2C3CCC4=CC(=O)C=C[C@]4(C)[C@@]3(F)[C@@H](O)C[C@@]21C (some centres undefined)
73	COc1ccccc1-c1nnc2ccc(OCCNC(=O)c3c(F)cccc3Cl)nn12
71	C=CCN1C(=O)C(C)(C)COc2ccc(NC(=O)c3ccc(C)c(C)c3)cc21
67	COc1ccc(N2CCN(CC(N)=O)CC2)cc1
67	CCCC(=O)Nc1ccc(S(=O)(=O)N2CCN(c3ccc4nnc(C)n4n3)CC2)cc1
51	COc1cccc(OCC(=O)Nc2ccc3c(c2)CCCN3C(C)=O)c1
63	COCCCNC(=O)CC1Sc2ccccc2NC1=O (centres undefined)
75	CCOC(=O)/C(=N/Nc1ccccc1)c1csc(Nc2ccc(C)cc2)n1
70	O=C(Nc1nnc(-c2ccccc2)o1)C1CC1
63	N#C/C(=C/c1ccc(-c2ccc(F)c(Cl)c2)o1)c1nc2ccccc2[nH]1
60	O=S(=O)(NCCOc1ccccc1)c1cccs1
53	Cc1cc(C)c(S(=O)(=O)NC2CC(=O)N(c3ccc(Cl)cc3)C2)c(C)c1 (centres undefined)
56	CC(=O)Nc1ccc(NC(=O)CSc2nc(CC(=O)NCc3ccccc3)cs2)cc1
72	CN(C)c1ccc(CCCNC(=O)C(=O)Nc2cc(Cl)ccc2C#N)cc1

From PubChem
